Screening data from PubChem BioAssay.
rCAG RNA binder: r(CAG) repeat RNA binding | TO-PRO-1 dye displacement fluorescence | inhibition, % at 3 µM | 370,000 compounds, 1.3% hits | AID 651821;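 active = inhibition above the plate cutoff, the mean of all test compounds on that plate plus 3 SD, cut at about 35% in these data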;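 also: 0% = DMSO alone and 100% = 100 µM mitoxantrone as full dye displacement; higher means more dye released from RNA so lower well fluorescence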
NR1D1 modulator: modulators of human Rev-erb alpha DNA binding. P20393. Rev-erbα–FITC-DNA binding, fluorescence polarization, 90 min. activity, % at 10 µM. 370,000 compounds, 0.79% hits. AID 1259318;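 active = activity above about 14%, limit read from the data; passing the limit was not always enough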;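 also: 0% = DMSO wells with 35 nM protein and 100% = DMSO wells with 750 nM protein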
Target sequence (P20393 whole entry, looked up): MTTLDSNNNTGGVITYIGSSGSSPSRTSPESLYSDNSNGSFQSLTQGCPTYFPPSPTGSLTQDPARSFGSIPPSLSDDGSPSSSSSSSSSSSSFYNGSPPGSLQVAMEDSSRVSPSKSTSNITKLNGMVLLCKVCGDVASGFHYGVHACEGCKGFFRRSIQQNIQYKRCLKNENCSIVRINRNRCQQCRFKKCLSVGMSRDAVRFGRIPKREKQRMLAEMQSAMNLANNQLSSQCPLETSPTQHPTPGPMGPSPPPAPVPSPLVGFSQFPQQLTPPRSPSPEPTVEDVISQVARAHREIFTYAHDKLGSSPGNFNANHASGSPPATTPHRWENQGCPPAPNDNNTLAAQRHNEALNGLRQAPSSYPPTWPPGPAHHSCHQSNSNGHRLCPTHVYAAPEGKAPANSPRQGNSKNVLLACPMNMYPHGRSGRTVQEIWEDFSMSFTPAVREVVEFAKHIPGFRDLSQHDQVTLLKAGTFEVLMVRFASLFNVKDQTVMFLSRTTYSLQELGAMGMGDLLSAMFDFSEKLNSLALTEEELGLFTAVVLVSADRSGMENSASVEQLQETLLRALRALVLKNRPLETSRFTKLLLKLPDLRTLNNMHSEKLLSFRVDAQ
TDP2 inh: TDP2 (human) inhibition, absorbance primary screen; O95551; recombinant TDP2, T5PNP hydrolysis, p-nitrophenol absorbance 415 nm; inhibition, % at 12.8 µM; 370,000 compounds, 0.34% hits; AID 720702;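 active = inhibition above the mean of all tested compounds plus 3 SD, set per campaign, cut at about 25% in these data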;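 also: 0% = DMSO with enzyme and 100% = buffer with substrate but no TDP2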
Target sequence (O95551 whole entry, looked up): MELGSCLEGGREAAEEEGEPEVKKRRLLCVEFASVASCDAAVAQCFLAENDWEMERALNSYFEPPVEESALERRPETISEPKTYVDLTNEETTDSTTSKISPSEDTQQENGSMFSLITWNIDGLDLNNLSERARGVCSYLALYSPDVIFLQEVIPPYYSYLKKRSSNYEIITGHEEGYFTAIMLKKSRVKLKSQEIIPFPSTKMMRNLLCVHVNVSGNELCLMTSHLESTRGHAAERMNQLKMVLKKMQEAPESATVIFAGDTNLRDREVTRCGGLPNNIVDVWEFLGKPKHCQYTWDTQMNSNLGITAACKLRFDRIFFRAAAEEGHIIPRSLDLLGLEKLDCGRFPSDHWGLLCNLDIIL
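Read-out basis: percent inhibition. System: recombinant human TDP2. Buffer or medium: Mg2+-containing Tris-HCl buffer, pH 7.5. Repeats: single replicate. Timing: reaction 2 h, 37 °C. Benchmarks: high control without enzyme, low control DMSO plus TDP2. Probe or stimulus: 5 mM T5PNP. Doses: 12.8 µM only. Measured by: epi absorbance of p-nitrophenol freed from T5PNP by hydrolysis.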
LEDGF integ inh: blocks HIV-1 LEDGF/p75-dependent DNA integration. TR-FRET IN-LEDGF/p75 DNA integration, Eu/Cy5. inhibition, % at 3.7 µM. 370,000 compounds, 0.64% hits. AID 743269;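 active = inhibition above the screen-wide mean plus 3 SD, cut at about 13% in these data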;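 also: signal is the Cy5 over europium emission ratio at 671 and 618 nm; 0% = plate median of compound wells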
mABHD4 FP: inhibits mouse alpha/beta hydrolase domain 4; Q8VD66; inhibition, % at 8.92 µM; 370,000 compounds, 0.54% hits; purified mABHD4, FP-Rh probe fluorescence polarization; AID 720543;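 active = inhibition exceeding the mean over every tested compound plus 3 SD, cut at about 30% in these data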;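 also: 0% = plate median of compound wells and 100% = S159A mutant with DMSO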
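Assay system: mABHD4 protein; medium: HEPES pH 7.0, NaCl, Pluronic buffer; dosing: 8.92 µM, single dose; schedule: 45 min + 60 min at 25 °C; signal: FP readout, ex 525 nm / em 598 nm; read-out: normalized percent inhibition of probe labeling; repeats: single replicate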
PRMT1 FP inh: PRMT1 (human) inhibition, primary screen; recombinant PRMT1, activity-based probe fluorescence polarization; 370,000 compounds, 1.3% hits; inhibition, % at 2.79 µM; Q99873; AID 652257;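 active = inhibition above about 21% made by adding two undisclosed values, limit read from the data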
SIAE inh: human SIAE inhibition, primary screen | 370,000 compounds, 0.69% hits | inhibition, % at 9.66 µM | SIAE FP-Rh probe binding, fluorescence polarization | Q9HAT2;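 active = inhibition above a cutoff: mean of compounds within the control limits plus 3 SD of those, cut at about 17% in these data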;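 also: 0% = plate median of compound wells and 100% = probe without SIAE protein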
HTRA1 inhibitor: inhibitors of human serine peptidase HTRA1 | recombinant HTRA1, FP-rhodamine activity-based probe, fluorescence polarization | 340,000 compounds, 0.5% hits | Q92743 | AID 504803 | inhibition, % at 5.96 µM; in the data active = inhibition above about 36%;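 also: 0% = enzyme with DMSO and 100% = wells lacking enzyme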
TCR-CD3 inh: human TCR-CD3 binding inhibition. TAMRA-labeled TCR probe fluorescence, biochemical. inhibition, % at 9.4 µM. 360,000 compounds, 0.37% hits. AID 651800; in the data active = inhibition above about 19%;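 also: recombinant mutant TCR 2C K166C tagged with TAMRA read by polarization; 0% = receptor in buffer alone and 100% = receptor with positive control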
PG9 binder: small molecules binding HIV-1 gp120 antibody PG9 | inhibition, % at 6.7 µM | TR-FRET gp120-PG9 antibody binding | 360,000 compounds, 0.43% hits; in the data active = inhibition above about 8.5%
The depositor's hits bear a star; · = no result given; & = joins results of further samples.

SMILES	rCAG RNA binder	NR1D1 modulator	TDP2 inh	LEDGF integ inh	mABHD4 FP	PRMT1 FP inh	SIAE inh	HTRA1 inhibitor	TCR-CD3 inh	PG9 binder
COc1cc(NC(=O)c2cccs2)c(OC)cc1NC(=O)CCC(=O)Nc1ccc(C)cc1	7	-2	-3	1	2	-2	3	3	10	0.4
O=C(Nc1ccccc1)c1cccc(N2C(=O)C3C4CC(C(Br)C4Br)C3C2=O)c1 (configuration not stated)	5	2	-1	2	0	3	1	-46	4	-0.6
O=c1c2ccccc2nc(SCc2cccc(F)c2)n1-c1cccc(S(=O)(=O)N2CCCC2)c1	9	6	1	-1	-21	-4	-15	-25	7	-3.0
COc1ccc(C(=O)Nc2cc(S(=O)(=O)N3CCCC3)ccc2Cl)cc1	3	-3	3	-4	-3	2	1	-13	1	-0.8
COc1ccc(-c2nc(N)ncc2-c2ccccc2OC)c(O)c1	-5	-3	-10	-1	1	0	3	-3	1	-1.9
O=C(Nc1ccc(Cn2cccn2)cc1)c1ccc(COc2cccc(Br)c2)cc1	12	1	-8	1	-83	1	-50	-71	2	-1.6
CCc1ccc(-n2c(=S)sc3c(=O)[nH]c(SCC(=O)NC4CCCCC4)nc32)cc1	9	6	1	-4	4	4	-5	-5	-1	-0.8
CCN(CC(=O)Nc1c(F)cccc1F)C(=O)c1cccn1C	7	4	-12	8	-9	-2	-7	11	-4	-0.6
Cc1nnc(SCc2ccc(Cl)cc2)n1CC1CCCO1 (configuration not stated)	-7	5	-4	0	0	0	-12	4	3	0.4
CCC1=C(C)CN(C(=O)NCCc2ccc(S(=O)(=O)NC(=O)NC3CCC(C)CC3)cc2)C1=O (configuration not stated)	42*	-2&-3	4&4	0&-3	-3&3	-1&5	-2&2	1	4	-0.1
O=C(COC(=O)Cc1cccc(C(F)(F)F)c1)NCc1ccco1	8	-10	-4	11	1	-1	1	-2	11	-0.7
Cc1onc(-c2ccccc2Cl)c1C(=O)Nc1ccccc1C(=O)NC(C)C	1	-3	-2	3	-8	-4	5	-10	2	0.6
Cn1nc(C(F)(F)F)c(C(=O)Nc2ccc(C(F)(F)F)cc2)c1Cl	-2	-1	-5	-4	-18	-1	-3	-16	-5	1.4
Cc1nn(C)c(C(=O)NNC(=S)NC2CCCCC2)c1Br	4	-2	1	-3	12	-2	3	14	2	-1.0
Cc1cc(C)c(S(=O)(=O)c2ccc(Cl)cc2C)c(Cl)n1	-5	-2	7	1	-5	2	4	-1	8	-2.5
COc1ccc(/C=C/c2cc(=O)c3cc(Cl)ccc3o2)cc1	5	-10	-2	-3	-6	6	-5	-48	-6	-2.1
CC(C)Oc1cccc(C(=O)NC(=S)N2CCN(c3ccc(C(F)(F)F)cc3[N+](=O)[O-])CC2)c1	0	4	-4	-3	-10	-4	-6	-10	4	-2.2
Cc1ccsc1C1C(C(=O)O)c2ccccc2C(=O)N1C (configuration not stated)	4	6	-10	-2	5	1	1	1	-1	0.0
Cc1ccc(-n2ncc3c(N4CCC5(CC4)OCCO5)ncnc32)c(C)c1	2	1	4	3	-3	0	-9	1	1	0.2
Cc1cc(C)c(NC(=S)NC(NC(=O)c2ccccc2)C(Cl)(Cl)Cl)c(C)c1 (configuration not stated)	8	2	-5	-2	-18	-1	-20	-20	0	-0.9
CCc1c(C(=O)OC)nnc2cc(C)nn12	0	-3	12	-1	-6	-1	-3	0	3	-0.8
COCCn1c(C)cc(C(=O)COc2ccc(C)nc2[N+](=O)[O-])c1C	-2	1	6	2	0	-1	-1	4	6	-3.3
CCN1C(=O)CS/C1=N\c1nccs1	-1	-1	-2	10	6	1	4	7	5	-0.3
O=C(O)c1ccc(Cl)c(S(=O)(=O)N2CCCC2)c1	4	-2	7	2	-3	-3	4	5	4	1.4
CCN(CC)CCC(=O)N1c2ccccc2CCc2ccc(NC(=O)OC)cc21	-5	2	1	2	1	1	-1	8	12	-0.8
(continued)
SMILES	rCAG RNA binder	NR1D1 modulator	TDP2 inh	LEDGF integ inh	mABHD4 FP	PRMT1 FP inh	SIAE inh	HTRA1 inhibitor	TCR-CD3 inh	PG9 binder
CC(C)c1ccc(/C=C(\NC(=O)c2ccccc2)C(=O)NCCCN2CCOCC2)cc1	-6	-3	-12	-2	-2	-3	5	3	-6	-1.5
CCCCCCCCN1C(=O)[C@@H](CC(=O)NCc2cccs2)C[C@@]2(C(=O)OC)C1=C[C@H](C(C)(C)C)O[C@@H]2C	3	0	1	-5	-3	1	5	·	-3	-0.6
COC(=O)C1=C(C)N(Cc2cccc(C(F)(F)F)c2)C(=NCC2CC2)NC1c1cccc(C(F)(F)F)c1 (configuration not stated)	6	0	-9	4	27	-5	6	·	8	0.3
Cc1ccccc1NCC(=O)N/N=C\C=C\c1cccc([N+](=O)[O-])c1	5	0	-2	-1	8	6	1	-4	-5	-1.8
CC(=O)OC(Cn1ccnc1)c1ccccc1 (configuration not stated)	-1	-5	-9	-2	-7	0	7	2	-2	-0.7
CCCCN(CC)c1nc(N)c2c(N)nc(OCC)cc2c1C#N	15	-2	-10	-1	1	4	2	4	0	-4.2
COCCn1c(SCC#N)nnc1-c1ccc2c(c1)OCO2	1	-4	-9	2	1	-4	5	5	3	-2.3
COc1ccc(OC)c(NC(=O)c2cc3c(=O)n4ccccc4nc3n2C)c1	-3	4	-11	2	-4	-3	4	-4	-4	-0.6
C=CCN(CC=C)S(=O)(=O)c1ccc(NC(=S)NC(=O)/C=C/c2ccccc2)cc1	2	1	-12	0	-11	0	12	-11	6	-1.8
CCOC(=O)C1CCN(C(=O)C2CCN(S(=O)(=O)c3cc(Cl)ccc3Cl)CC2)CC1	-1	0	1	-1	-4	-1	1	-4	6	-0.7
O=C(Nc1ccc2c(c1)OCO2)c1ccc(=O)[nH]n1	5	-4	-8	-5	5	6	1	-5	-1	-1.9
Cc1cccc(C)c1-n1c(C)nn(-c2ncc(C(F)(F)F)cc2Cl)c1=O	-3	3	-9	1	-2	0	3	3	-2	-1.6
CCNC(=S)N(Cc1ccc(OC)cc1)C1CC(=O)N(c2ccc(OCC)cc2)C1=O (configuration not stated)	-1	6	-5	-5	-6	5	-4	-13	-1	-0.4
CCCNC(=O)c1ccc(SCC(=O)N(CC)CC)c([N+](=O)[O-])c1	-1	-9	-1	5	0	-2	9	0	-3	-0.4
C=CCn1c(-c2csc(-c3ccc(Cl)cc3)n2)n[nH]c1=S	5	0	-8	-7	-3	3	-3	4	3	-0.2
Cc1ccccc1Cn1nnc(-c2cccc(C(=O)O)c2)n1	2	1	-7	1	-1	5	-10	1	-6	1.6
COc1c(C)cc(C(O)c2ncc(-c3ccccc3C)[nH]2)cc1C (configuration not stated)	0	-3	1	-1	7	-1	5	·	2	-0.7
COc1ccccc1N1CCN(C2CCCN(S(=O)(=O)c3cccc(Cl)c3)C2)CC1 (configuration not stated)	-11	0	-3	4	0	-1	1	-2	-2	0.3
COc1ccc2c(c1)-c1c(ssc1=S)C(C)(C)N2C(=O)CSC1=NCCS1	4	21*	0	0	29	12	8	14	-3	-0.5
COc1ccc(N2CCN(C(=O)COC(=O)CCOc3cc(C)ccc3C)CC2)cc1	-4	-5	5	-1	6	-4	3	-1	2	0.3
O=C(/C=C/[C@H]1O[C@@H](n2cnc3c(NC(=O)c4ccccc4)ncnc32)[C@H](O)[C@@H]1O)NCCCN1CCCC1=O	-1	-1	-4	-3	-1	-1	-3	·	0	-1.2
CCOC(=O)Cn1c(CN2CCN(c3cccc(Cl)c3)CC2)nc2c1c(=O)[nH]c(=O)n2C	5	0	1	-3	1	-3	12	-3	-1	-1.0
CCc1ccc2oc(=O)cc(CN(C)Cc3ccccc3)c2c1	-5	4	-9	0	-5	0	-2	-19	4	-0.3
CN(Cc1ccc(C(F)(F)F)cc1)C(=O)C1CC(=O)N(Cc2ccco2)C1 (configuration not stated)	2	0	-15	6	2	3	-2	-1	3	-2.9
CC(=O)NCCc1ccc(-c2csc(NC(=O)C3CC(=O)N(C4CCCC4)C3)n2)cc1 (configuration not stated)	-4	-8	14	2	-1	0	-2	-2	0	-1.7
CCOc1ccc(C(=O)NCC(=O)NNC(=O)CN(C)S(=O)(=O)c2ccc(Cl)cc2)cc1OCC	5	1	1	1	-4	-1	2	-1	3	-1.9
CCOC(=O)C1=C(C)N(C)C(=O)NC1c1c(C)nn(-c2ccccc2)c1C (configuration not stated)	-3	2	-7	-3	-2	4	5	4	-7	0.0
COc1ccc(NC(=O)c2cc(CN3C(=O)c4ccccc4C3=O)ccc2OC)cn1	-1	-19	-9	0	4	0	-16	-9	9	0.0

Structures from the list above with fluorine:
SMILES	rCAG RNA binder	NR1D1 modulator	TDP2 inh	LEDGF integ inh	mABHD4 FP	PRMT1 FP inh	SIAE inh	HTRA1 inhibitor	TCR-CD3 inh	PG9 binder
O=c1c2ccccc2nc(SCc2cccc(F)c2)n1-c1cccc(S(=O)(=O)N2CCCC2)c1	9	6	1	-1	-21	-4	-15	-25	7	-3.0
CCN(CC(=O)Nc1c(F)cccc1F)C(=O)c1cccn1C	7	4	-12	8	-9	-2	-7	11	-4	-0.6
O=C(COC(=O)Cc1cccc(C(F)(F)F)c1)NCc1ccco1	8	-10	-4	11	1	-1	1	-2	11	-0.7
Cn1nc(C(F)(F)F)c(C(=O)Nc2ccc(C(F)(F)F)cc2)c1Cl	-2	-1	-5	-4	-18	-1	-3	-16	-5	1.4
CC(C)Oc1cccc(C(=O)NC(=S)N2CCN(c3ccc(C(F)(F)F)cc3[N+](=O)[O-])CC2)c1	0	4	-4	-3	-10	-4	-6	-10	4	-2.2
COC(=O)C1=C(C)N(Cc2cccc(C(F)(F)F)c2)C(=NCC2CC2)NC1c1cccc(C(F)(F)F)c1 (configuration not stated)	6	0	-9	4	27	-5	6	·	8	0.3
Cc1cccc(C)c1-n1c(C)nn(-c2ncc(C(F)(F)F)cc2Cl)c1=O	-3	3	-9	1	-2	0	3	3	-2	-1.6
CN(Cc1ccc(C(F)(F)F)cc1)C(=O)C1CC(=O)N(Cc2ccco2)C1 (configuration not stated)	2	0	-15	6	2	3	-2	-1	3	-2.9

The list is partial (hit frequency here may not be typical).
